# Screening results deposited in PubChem by The Scripps Research Institute Molecular Screening Center.
# GSTO1 counter = GSTO1 inhibition, counter-screen for RBBP9 inhibitors; P78417; recombinant GSTO1, activity-based probe fluorescence polarization; inhibition, % at 5.96 µM; hit rate 1.1% among 300,000; AID 1974;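 active means inhibition above the campaign mean inhibition plus 3 SD, cut at about 35% in these data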;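 further: 0% = GSTO1-1 with DMSO and 100% = wells lacking GSTO1-1 enzyme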
# Target sequence (P78417 whole entry, looked up): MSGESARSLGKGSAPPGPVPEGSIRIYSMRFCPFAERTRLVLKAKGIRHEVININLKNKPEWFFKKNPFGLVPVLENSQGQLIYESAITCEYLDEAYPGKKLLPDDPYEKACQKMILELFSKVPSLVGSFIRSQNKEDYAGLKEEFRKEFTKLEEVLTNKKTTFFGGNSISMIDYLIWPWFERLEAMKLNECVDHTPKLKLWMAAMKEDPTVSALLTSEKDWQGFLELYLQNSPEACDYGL
# pPAFAH inh = inhibitors of human plasma PAF acetylhydrolase (pPAFAH) | Q13093 | recombinant pPAFAH, FP-rhodamine probe fluorescence polarization | inhibition, % at 3.39 µM | hit rate 1.5% among 330,000 | AID 463082;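 active means inhibition above the mean inhibition across the screen plus 3 SD, cut at about 25% in these data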;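 further: inhibitors block binding of the rhodamine activity-based probe so polarization drops; 0% = enzyme with DMSO and 100% = wells lacking pPAFAH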
# PAD4 inh = PAD4 (human) enzyme inhibition; Q9UM07; hit rate 0.41% among 330,000; inhibition, % at 6.36 µM; recombinant PAD4, RCA probe fluorescence polarization;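 active means percent inhibition above a cutoff equal to the mean of all tested compounds plus 3 SD, cut at about 15% in these data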;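 further: 0% = PAD4 with RCA probe and DMSO and 100% = probe without PAD4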
# PME-1 primary = blocks human protein phosphatase methylesterase 1; Q9Y570; inhibition, % at 5.9 µM; hit rate 0.53% among 320,000; recombinant PME-1, FP-Rh probe fluorescence polarization;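 active means inhibition above the campaign mean of all compounds plus 3 SD, cut at about 26% in these data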;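 further: competitive labeling of PME-1 active site by serine hydrolase directed probe; 0% = PME-1 with DMSO and 100% = wells lacking PME-1 enzyme; inhibitors block probe labeling so polarization falls and inhibition rises; many of its hits are not listed in these tables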
# Target sequence (Q9Y570 whole entry, looked up): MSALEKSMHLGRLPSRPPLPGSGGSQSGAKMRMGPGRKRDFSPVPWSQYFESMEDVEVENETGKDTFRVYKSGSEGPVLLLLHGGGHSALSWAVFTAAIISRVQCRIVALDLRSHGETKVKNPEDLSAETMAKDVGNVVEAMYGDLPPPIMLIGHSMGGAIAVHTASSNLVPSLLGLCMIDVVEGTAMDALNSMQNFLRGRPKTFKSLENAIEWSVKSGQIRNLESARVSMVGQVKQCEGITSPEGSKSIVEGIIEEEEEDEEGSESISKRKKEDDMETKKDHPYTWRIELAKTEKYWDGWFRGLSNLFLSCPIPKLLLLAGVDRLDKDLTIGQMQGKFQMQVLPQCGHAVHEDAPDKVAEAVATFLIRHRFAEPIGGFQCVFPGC
# Fam108B inh = Fam108B inhibition, counter-screen for RBBP9 inhibitors | hit rate 0.33% among 300,000 | recombinant Fam108B, FP-Rh probe fluorescence polarization | inhibition, % at 9.51 µM | AID 1947;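 active means inhibition above the screen mean inhibition plus 3 SD, computed separately per campaign, cut at about 18% in these data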;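 further: inhibitors lower polarization as less probe binds the enzyme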
# PAFAH2 inh = PAFAH2 (human) inhibition. recombinant PAFAH2, FP-rhodamine activity probe, fluorescence polarization. inhibition, % at 3.39 µM. hit rate 0.99% among 340,000;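 active means inhibition above the mean over all tested compounds plus 3 SD, cut at about 30% in these data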;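 further: inhibitors block probe labeling of enzyme so polarization drops; 0% = enzyme with DMSO and 100% = wells lacking PAFAH2 protein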
# PAFAH1B2 inh = blocks human PAF acetylhydrolase 1b catalytic subunit 2 | P68402 | recombinant PAFAH1B2, FP-rhodamine activity probe, fluorescence polarization | inhibition, % at 3.39 µM | hit rate 1.2% among 340,000 | AID 492953;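 active means inhibition above the mean of all tested compounds plus 3 SD, cut at about 24% in these data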;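 further: 0% = enzyme with DMSO and 100% = wells lacking PAFAH1B2; many of its hits are not listed in these tables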
# Target sequence (P68402 whole entry, looked up): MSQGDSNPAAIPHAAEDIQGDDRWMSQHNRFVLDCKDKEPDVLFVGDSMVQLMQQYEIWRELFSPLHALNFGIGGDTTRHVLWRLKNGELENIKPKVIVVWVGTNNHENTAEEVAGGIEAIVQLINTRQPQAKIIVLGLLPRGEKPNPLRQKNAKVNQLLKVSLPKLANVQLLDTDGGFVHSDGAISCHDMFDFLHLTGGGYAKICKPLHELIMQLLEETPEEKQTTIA
# LYPLA1 counter = blocks human lysophospholipase 1, a PME1 counter-screen | AID 2174 | O75608 | recombinant LYPLA1, FP-Rh probe fluorescence polarization | inhibition, % at 5.9 µM | hit rate 0.16% among 320,000;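 active means inhibition above the mean of all tested compounds plus 3 SD, set per campaign, cut at about 14% in these data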;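 further: inhibitors block serine hydrolase probe labeling of LYPLA1 so polarization falls; 0% = enzyme with DMSO and 100% = wells lacking LYPLA1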
# PAFAH1B3 inh = blocks human PAF acetylhydrolase 1B catalytic subunit 3 | Q15102 | recombinant PAFAH1B3, FP-rhodamine probe, fluorescence polarization | inhibition, % at 3.39 µM | hit rate 0.28% among 340,000 | AID 492972;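 active means inhibition above the screen-wide average of all tested compounds plus 3 SD, cut at about 25% in these data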;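 further: 0% = enzyme with DMSO only and 100% = wells lacking PAFAH1B3 protein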
# An asterisk follows results filed as active; x = no result given.
SMILES,GSTO1 counter,pPAFAH inh,PAD4 inh,PME-1 primary,Fam108B inh,PAFAH2 inh,PAFAH1B2 inh,LYPLA1 counter,PAFAH1B3 inh
NCCCCCNC(=O)c1[nH]cnc1C(=O)N[C@@H](Cc1ccccc1)C(=O)OCc1ccccc1,x,4,2,x,x,-6,1,x,0
O=C(NN1c2ccccc2CCc2ccccc21)c1ccccc1Br,11,-1,1,0,-2,-2,5,-2,-3
Cc1sc2ncnc(OCC(=O)NC(C)C)c2c1C,3,0,-3,-2,2,-2,2,-3,1
O=C(COC(=O)Cc1ccc(S(=O)(=O)N2CCOCC2)s1)Nc1ccc(OC(F)F)cc1,x,11,-4,x,x,3,-1,x,0
COc1cccc(-c2nc(CCl)cs2)c1OC,61*,2,-5,2,2,7,5,-1,5
CC(C)c1ccc(NNC(=O)C2CCC2)cc1,14,-2,-1,-9,4,1,2,-3,13
Cc1ccc(C)c(S(=O)(=O)NCCCn2ccnc2)c1,-4,4,2,3,8,4,2,4,7
Cc1cccc(Cn2nc(C)c(NC(=O)c3ccc(F)cc3)c2C)c1,-4,1,-5,7,-2,-2,2,2,4
CCN(CC(=O)Nc1c(F)cccc1F)C(=O)C1CC(=O)N(CCc2ccc(OC)c(OC)c2)C1 (centres undefined),x,1,-3,0,x,-5,7,0,-2
O=C(NC(=S)/C(=C1\CCCCCN1)[N+](=O)[O-])c1ccccc1,x,4,2,x,x,-2,5,x,2
Cc1cccc(C)c1NC(=O)CNC(=O)CN1C(=O)NC2(CCc3ccccc32)C1=O (centres undefined),x,-2,-2,2,x,-7,1,0,3
Clc1ccc(-c2n[nH]c3c2CCC3)cc1Cl,-14,10,-1,-8,1,3,2,-7,-5
Cc1ccnc2nc(C(=O)NCc3cccs3)nn12,0,5,2,-2,0,3,4,1,9
Cc1ccc(N(NC(=O)C(O)(c2ccccc2)c2ccccc2)C(=O)CCl)cc1,82*,1,7,-1,2,10,3,-5,5
Cc1[nH]c2c(C)cccc2c1CCNC(=O)c1ccc2c(c1[N+](=O)[O-])C(=O)c1ccccc1C2=O,21,21,-4,31*,23*,20,12,-3,40*
O=C(CCc1ccc(S(=O)(=O)NCc2ccccc2)cc1)NCc1ccco1,3,-2,-3,-14,-2,9,1,-1,-1
Fc1ccccc1-c1nc(-c2cnccc2C(F)(F)F)no1,-2,6,-5,1,4,0,2,0,5
Cc1ccc(C(=O)CC(C(=O)O)n2cnc([N+](=O)[O-])n2)cc1 (centres undefined),2,2,0,-2,2,9,4,-1,12
COc1ccc(C2C(C(C)=O)=C(C)Nc3ncnn32)cc1[N+](=O)[O-] (centres undefined),7,1,2,9,1,0,-3,-5,-1
CCNc1nc(NCC)n2c(SCC(=O)Nc3cccc(F)c3)nnc2n1,1,21,-5,-5,4,7,3,1,9
CCCCn1c(N)c(N(CCC(C)C)C(=O)c2ccc3c(c2)OCCO3)c(=O)[nH]c1=O,4,4,-1,0,-4,1,-2,0,4
Nc1nonc1-n1nnc(C(=O)N/N=C/c2ccncc2)c1-c1ccccc1,4,2,-5,3,3,-7,-3,-2,0
COC(=O)c1c(NC(=O)c2ccccc2C(=O)O)sc2c1CCC2,-1,0,0,-1,4,0,1,-2,3
Cc1ccc(C(C(=O)NCc2ccc(F)cc2)N(CCCO)C(=O)C2COc3ccccc3O2)o1 (centres undefined),4,9,0,-5,-2,5,-2,-1,7
O/N=C1\CCCc2ccc3ccccc3c21,22,-14,1,5,2,1,2,-3,9
# (cont.)
SMILES,GSTO1 counter,pPAFAH inh,PAD4 inh,PME-1 primary,Fam108B inh,PAFAH2 inh,PAFAH1B2 inh,LYPLA1 counter,PAFAH1B3 inh
C[C@]12C(=O)N(c3ccccc3)C(=O)N1[C@@H]1c3ccccc3OC[C@@H]1[C@H]2c1ccccc1,0,6,2,-3,0,-3,-1,-2,7
CCn1c(C(=O)O)c(CC(=O)Nc2ccccc2F)c2ccccc21,-5,-1,-8,0,-4,-1,0,5,1
Cc1no[n+]([O-])c1COc1ccccc1/C=N/n1nnnc1N,1,4,-2,4,0,-3,-2,-2,14
CCOC(=O)c1ccc(NC(=O)c2nc[nH]c2C(=O)N[C@@H](CC(C)C)C(=O)OCc2ccccc2)cc1,-9,-1,-5,-23,-31,-34,-24,-27,-32
CN1CCN(C(=O)c2cccn(Cc3c(Cl)cccc3Cl)c2=O)CC1,4,-2,-3,-2,-2,1,5,-1,0
CCCOC1CCCN(C(=O)CCc2nnc(Cc3cccc(C)c3)o2)C1 (centres undefined),-8,4,-10,3,6,2,6,0,3
COc1cc(NC(=O)c2cccs2)c(C(=O)OCC(=O)NC(=O)NC(C)(C)C)cc1OC,4,1,5,-6,-5,6,-3,-5,-2
Cn1c(-c2c(N)n(C3CCCC3)c3nc4ccccc4nc23)nc2ccccc21,-2,5,0,14,5,-3,8,-7,13
COc1ccc(C(CNC(=O)COc2c(C)cc(C)cc2C)N2CCOCC2)cc1 (centres undefined),x,3,-1,-2,x,-2,2,-3,5
CN1CCN(C(=S)c2ccc(-c3cccc([N+](=O)[O-])c3)o2)CC1,2,8,-4,-3,0,2,-1,0,5
c1ccc(-c2nc(N3CCCCC3)nc3ccccc23)cc1,2,5,-2,1,-4,3,1,6,2
O=C(CCCOc1ccc(Br)cc1)NCCc1ccc(OC(F)F)cc1,4,5,1,2,0,-1,2,1,-8
COc1ccccc1NS(=O)(=O)c1cc(C(=O)NCC(c2ccco2)N(C)C)ccc1C (centres undefined),-6,0,-1,7,0,1,3,1,3
Cc1ccc([N+](=O)[O-])cc1S(=O)(=O)N1CCN(C)CC1,-3,4,-2,2,-3,0,4,-1,4
Cc1cc(C)nc(NC=C2C(=O)OC(C)(C)OC2=O)n1,11,-3,4,3,2,1,0,0,-3
COc1ccc(CCCc2nnc(SCC(=O)Nc3nc(C)cs3)n2C)cc1C,5,11,-1,3,1,-4,-1,0,-4
COc1ccc(C(=O)NC2CC(C)(C)NC(C)(C)C2)cc1OC,-4,3,-8,0,4,1,1,-2,0
COc1ccc(NC(=S)Nc2ccc(N)c([N+](=O)[O-])c2)cc1,10,3,-10,15,1,10,3,-5,6
CN(C)CCCNC(=O)c1ccccc1Oc1ccccc1,1,3,4,-3,4,4,0,1,4
O=C(NCc1ccc2c(c1)OCO2)C1CCN(c2ncccn2)CC1,8,3,-3,-3,-1,0,2,0,2
COc1ccc(OC)c(CNc2ccc3c(c2)CCC3)c1,0,8,-4,-6,5,2,2,-4,9
COC(=O)c1ccccc1NC(=S)NC(NC(=O)COc1ccccc1)C(Cl)(Cl)Cl (centres undefined),-5,5,-3,-4,6,-1,8,-3,12
COc1ccc(N2CCN(S(=O)(=O)CCNC(=O)COc3ccc(Cl)cc3)CC2)cc1,0,3,2,-7,-2,-2,3,1,6
Cc1cc(NC(=O)CSc2nc3cc4c(cc3c(=O)n2CCc2ccccc2)OCO4)no1,0,1,0,-2,-2,11,7,2,-6
CCN1C(=O)[C@H]2[C@H]3CN=C(SCc4ccc(C)cc4)N3[C@@](Cc3ccccc3)(C(=O)OC)[C@H]2C1=O,x,7,3,x,x,0,9,x,4
# (cont.)
SMILES,GSTO1 counter,pPAFAH inh,PAD4 inh,PME-1 primary,Fam108B inh,PAFAH2 inh,PAFAH1B2 inh,LYPLA1 counter,PAFAH1B3 inh
COc1ccc(-n2c(Cc3cccn3C)nnc2SCC(=O)NC2CCCC2)cc1,-2,2,-9,-3,-2,-6,2,0,0
CCCCCCCCC(=O)N/N=C(\C)c1cccnc1,4,8,2,-4,-4,4,2,-3,6
CC1(C)NC(=O)NC2(C)NC(=O)NC(C)(C)C12 (centres undefined),-1,1,-1,-4,0,-6,5,1,1
Nc1ccc2c(c1)C(=O)N(CCCCCC(=O)O)C2,5,0,-1,-7,-2,-4,-1,-1,5
Cc1ccc(C(C)C)c(OCC(=O)NNC(=O)Cn2[nH]c(=O)c3ccccc3c2=O)c1,x,-1,-4,-17,x,2,-3,-13,-6
O=C(NNC(=O)c1ccccc1[N+](=O)[O-])c1cccs1,7,2,9,4,5,1,2,1,1
COCCn1c(-c2ccc(OC)cc2)cnc1N,8,5,-3,-6,3,-6,1,-2,4
O=C(CC12CC3CC(CC(Br)(C3)C1)C2)Nc1cccc(S(=O)(=O)NC2=NCCC2)c1,-1,0,1,4,-2,-2,18,-1,4
CC1=C(C(=O)Nc2ccccn2)C(c2ccc3c(c2)OCO3)C2=C(CC(C)(C)CC2=O)N1 (centres undefined),1,2,0,-5,0,5,9,-2,7
Cn1c2ccccc2c(=O)c2ccc(C#CC3(N)CCCCC3)cc21,-10,-2,0,-5,3,5,2,-3,5
C[C@H](CO)N1C[C@H](C)[C@@H](CN(C)S(=O)(=O)c2ccccc2)Oc2ccc(NC(=O)C3CCCCC3)cc2C1=O,x,5,3,x,x,0,3,x,-5
O=C(CCS(=O)(=O)c1cc2c(cc1Cl)NC(=O)CO2)NCc1ccccc1,6,1,3,1,0,-6,-1,0,10
CC(C)(C)OC(=O)N1CCN(C(=O)Nc2ccc3c(c2)OCCO3)CC1,12,3,-1,3,1,7,-1,3,5
Cc1ccc(C(=O)N(CCCN(C)C)c2nc3ccc(Cl)cc3s2)cc1C,-3,-2,0,4,5,-3,8,2,6
COc1ccc(S(N)(=O)=O)cc1C(=O)OCC(=O)N1CCCC(C)C1 (centres undefined),x,2,-1,x,x,6,3,x,1
O=C(N=C1SC2CS(=O)(=O)CC2N1c1cc(Cl)ccc1Cl)C1CC1 (centres undefined),-4,0,-4,3,4,-6,3,1,9
CCOC(=O)c1sc(C)c2c(=O)n(Cc3ccc(Cl)cc3)c(C)nc12,0,1,-6,2,-2,-1,1,-3,4
C/C(CC(=O)Nc1ccc(OCc2ccccc2)cc1)=N\NC(=O)C(=O)Nc1ccccc1C,-3,7,0,-9,2,-4,10,-5,0
CCCc1nc2nc(C)c(NS(=O)(=O)c3ccc(Cl)cc3)c(=O)n2[nH]1,-12,0,3,-1,-1,9,6,6,3
O=C(Nc1ccc2c(c1)CCC2)C1CCN(c2ncccn2)CC1,12,-9,-6,4,4,-9,2,-4,9
COc1ccc(C(=O)NCc2nnc(SCCOc3ccccc3)n2C)cc1,12,2,-1,2,-3,-4,3,3,-4
Cc1onc(-c2c(F)cccc2Cl)c1C(=O)Nc1sc2c(c1C#N)CCC(C(C)(C)C)C2 (centres undefined),-5,2,0,-7,-2,4,1,-10,-2
O=C(O)c1ccccc1C(=O)Nn1cnnc1,3,8,-5,-4,3,0,-1,-1,-3
Cc1cccc(N2CCN(C(=O)Cn3sc4nc(C)cc(C)c4c3=O)CC2C)c1 (centres undefined),6,-2,-6,2,-3,3,0,-1,8
NC(=O)c1nnsc1-c1ccc(-c2snnc2C(N)=O)cc1,0,4,0,0,2,-8,5,-3,10
Cc1ccc(NC(=O)CN(C)C(=O)COC(=O)/C=C/c2cccs2)cc1,0,3,1,2,4,-1,11,-3,10

# The list is partial. The share of hits here may be higher or lower than overall.
